# All columns: NCI-60 one-dose screen, growth in % after 48 h at 10 µM unless noted; 100 = growth as untreated, 0 = no growth, -100 = all killed.
# MOLT-4 = MOLT-4 leukemia cells | 80,000 compounds, 6.9% hits | AID 1794779
# HOP-92 = HOP-92 NSCLC cells; 71,000 compounds, 6.3% hits
# RPMI-8226 = RPMI-8226 leukemia cells; 77,000 compounds, 7.5% hits
# A549/ATCC = A549/ATCC NSCLC; 81,000 compounds, 3.7% hits
# CCRF-CEM = CCRF-CEM leukemia; AID 1794778; 77,000 compounds, 7% hits
# M14 = M14 melanoma; 80,000 compounds, 6.2% hits; AID 1794745
# EKVX = EKVX NSCLC; 71,000 compounds, 3% hits
# HOP-62 = HOP-62 NSCLC | 80,000 compounds, 3.9% hits | AID 1794735
# * hit, by the source's call; nt = not tested or not shown. Rule for the calls: active = growth percent below 10; inactive = the rest.
nr	SMILES	HOP-92	CCRF-CEM	MOLT-4	M14	HOP-62	A549/ATCC	RPMI-8226	EKVX
1	CCCCC[C@@H]1Cc2cc(O)c(C(=O)O)c3c2[C@H](C[C@]2(OC[C@@H](CC(=O)[C@](C)(CC)C(=O)OC)[C@@H]2C)O3)O1	117.7	118.0	94.6	116.2	106.3	97.8	122.1	110.9
2	Cc1cc(C)c(C)c(C(=O)c2ccc(F)cc2)c1C	nt	97.7	nt	107.7	108.8	108.7	100.8	108.4
3	C(=C(\C1=NCCN1)n1cnc2ccccc21)/c1ccccc1	72.1	101.6	96.8	92.7	103.8	102.6	101.2	96.5
4	O=C(C[N+](=O)[O-])c1ccc(Cl)cc1	100.9	103.9	105.9	100.6	103.9	106.1	100.0	106.6
5	N#Cc1c(-c2ccc(Cl)cc2)csc1NC(=O)Nc1ccc(Cl)c(C(F)(F)F)c1	-9.9*	nt	1.5*	8.1*	14.5	18.3	1.6*	11.9
6	COc1ccc2c(=O)c(-c3ccccc3OC)c(C)oc2c1	82.7	88.3	91.5	100.8	101.7	99.0	nt	92.5
7	Cc1ccccc1-n1c(SCC(=O)NC(=O)Nc2cccc(Cl)c2)nc2c(Br)cc(Br)cc2c1=O	81.6	70.4	55.1	92.3	94.9	75.0	79.1	59.9
8	Cc1ccc(S(=O)(=O)c2nc(S(=O)(=O)c3ccc(C)cc3)c(NCc3ccccc3)s2)cc1	nt	97.0	89.6	108.2	92.3	95.4	96.8	89.1
9	COc1ccc2c(c1)[nH]c(=O)c1c3cccnc3cn21	73.5	23.1	25.1	16.2	38.4	13.0	32.0	63.2
10	O=C(OCc1ccccc1)N(CCF)c1cn(Cc2ccccc2)c(=O)n(Cc2ccccc2)c1=O	67.5	87.3	72.0	89.5	89.9	86.2	76.8	77.8
11	CN(C)c1ccc(-c2c(NC(C)(C)C)nc3c(OCCc4ccccc4)cccn23)cc1	-27.5*	5.5*	1.2*	29.7	25.1	23.2	-27.5*	8.2*
12	Nc1[nH]nc2[nH]c(=S)nc(-c3cccs3)c12	96.8	94.9	93.8	104.8	97.6	95.0	93.1	101.8
13	Cc1cc(O)cc(-c2nn(C)cc2-c2cc(N3CCOCC3)nc(-c3cccnc3)n2)c1	6.0*	24.3	26.8	28.4	49.3	39.3	38.2	52.3
14	CCOC(=O)c1nc2c3ccccc3cnn2c1C(=O)c1ccc(Br)cc1	96.3	97.8	99.8	95.2	96.8	92.2	84.4	106.2
15	CC1=NNC(=O)C1	116.7	99.5	102.9	102.4	96.0	96.3	nt	100.6
16	COc1ccc(OC)c(N2C(=N)/C(=C3\Nc4ccccc4S3)CC2=O)c1	68.8	67.3	75.2	114.1	63.2	110.1	80.3	103.4
17	CCOC(=O)c1nnn(-c2ccc(OC)cc2)c1-c1cc(OC)c(OC)c(OC)c1	126.2	132.5	105.2	110.3	109.7	93.1	132.3	nt
18	NS(=O)(=O)c1cccc(C(=O)Nc2ccc(F)cc2)c1	113.3	102.4	98.7	96.7	105.0	97.8	96.5	94.0
19	O=C(N/N=C/c1ccncc1)c1ccc(C(F)(F)F)nc1Nc1cccc(C(F)(F)F)c1	3.8*	nt	6.1*	25.4	13.3	16.1	-64.1*	18.4
20	OC(c1ccccc1)c1ccccc1CN1CCCNC1=S (configuration not stated)	101.5	103.8	109.3	114.7	110.9	102.6	102.0	nt
21	CCCCS(=O)(=O)c1ccccc1	106.8	92.5	92.3	103.8	107.2	94.9	93.7	100.1
22	COc1ccc(/C=C2\S/C(=N\N=C(c3ccccc3)c3ccccc3)NC2=O)cc1	69.5	72.5	77.0	87.9	89.3	73.4	76.8	89.3
23	CN(C)c1ccc(/C=C(\C#N)c2cc3ccccc3n2C)cc1	72.5	19.1	21.6	8.2*	62.1	24.6	nt	41.6
24	COc1ccccc1/C=C1\CCc2ccccc2C1=O	62.5	nt	67.6	105.5	88.7	97.1	63.7	nt
25	O=C1C(=O)c2c(nc3ccc(C(F)(F)F)cn23)-c2ccccc21	-77.9*	0.7*	-33.1*	-79.5*	-97.5*	-51.4*	-26.6*	-72.5*
26	O=C(NCCO)Nc1ccc(-c2nc(N3CCOCC3)c3cccn3n2)cc1	-21.4*	27.4	16.2	6.1*	0.0*	2.7*	7.9*	3.1*
27	c1ccc(-c2nn[nH]n2)c(-c2ccc(Cn3ccnc3)cc2)c1	nt	nt	nt	107.8	113.2	108.9	nt	91.1
28	C/C=C/[C@H](O)[C@H](O)/C=C/c1cccc(OC)c1CO	101.5	104.6	92.6	101.2	87.8	109.0	119.7	105.4
29	C=C(C)[C@@H]1CC[C@]2(C(=O)O)CC[C@]3(C)[C@H](CC[C@@H]4[C@@]5(C)C[C@@H](CC#Cc6ccc(C(C)=O)s6)[C@H](O)C(C)(C)[C@@H]5CC[C@]43C)[C@@H]12	nt	44.7	32.5	76.0	50.0	6.4*	40.0	53.2
30	CC[C@]12C=CCN3CC[C@@]4(c5cc(NC(=O)COc6cc(O)c7c(=O)cc(-c8ccccc8)oc7c6)c(OC)cc5N(C)[C@H]4[C@@](O)(C(=O)OC)[C@@H]1OC(C)=O)[C@@H]32	nt	-20.2*	-23.0*	-75.4*	-73.6*	-68.5*	-31.6*	-42.2*
31	CC(Sc1nc2sc3c(c2c(=O)n1-c1ccc(Cl)cc1)CCCC3)C(=O)Nc1ccccc1 (configuration not stated)	83.8	76.4	76.6	93.8	95.3	88.9	78.1	84.5
32	CN1CCC(=O)/C(=C/c2c(-c3ccc(Cl)cc3)nn(-c3ccccc3)c2C(F)(F)F)C1	nt	89.3	nt	100.7	98.6	97.7	nt	93.4
33	Cc1ccc(O)c(N)c1	126.4	78.7	122.8	107.9	132.3	98.7	55.7	136.1
34	Cc1nn(-c2ccc(Cl)cc2)c2c1C(c1ccc(F)cc1)C(C#N)=C(N)O2 (configuration not stated)	86.9	97.1	97.5	105.9	93.0	102.9	95.3	85.6
35	COc1cc2nc(N3CCCC3)nc(Nc3ccccc3)c2cc1OC	-25.9*	-11.4*	-24.7*	-70.7*	16.3	-39.8*	-19.8*	28.3
36	c1coc(CSc2nc(SCc3ccco3)c3[nH]cnc3n2)c1	nt	nt	nt	120.5	104.7	94.9	119.3	88.6
37	NNc1ncnc2nc[nH]c12	86.9	37.8	56.2	48.0	40.7	31.5	13.4	69.7
38	COc1cc(/C=C2\SC(=S)NC2=O)ccc1OCCOc1ccc(/C=C2\SC(=S)NC2=O)cc1OC	107.3	95.0	119.2	108.6	97.2	nt	98.0	101.8
39	CC(=O)C(C)Cc1cc2c(cc1C)C(C)(C)CCC2(C)C (configuration not stated)	85.7	121.3	nt	88.1	82.4	79.2	100.1	94.4
40	Cc1nc(N)nc2c1CCC(Nc1ccccc1)S2 (configuration not stated)	nt	90.9	90.2	107.8	111.6	97.6	112.5	102.8
41	N#C/C(=C\c1ccccc1Cl)c1ccccc1	83.3	94.0	99.9	105.3	97.6	90.8	95.9	100.0
42	O=C1CC(NC(=O)c2ccccc2)C(=O)O1 (configuration not stated)	95.0	nt	102.0	101.5	110.7	103.6	107.7	114.9
43	CN1CCc2c(sc3ncnc(N/N=C/c4ccc(O)c(O)c4)c23)C1	100.5	32.4	60.9	99.5	91.0	92.9	67.0	93.4
44	CCCC1CCCCN1C(=O)OCC(C)C (configuration not stated)	112.9	96.3	95.3	109.3	117.8	104.4	107.7	104.0
45	COC(CN1C=C(Sc2ccccc2)CC1)OC	64.0	86.0	92.6	100.1	nt	89.2	74.2	96.8
46	Cc1ccc(CSC(=S)NNc2ccccc2)cc1C	nt	nt	97.9	104.6	97.8	nt	86.3	nt
47	CN(C)c1ccc(C(c2ccccc2)c2ccc(N(C)C)cc2)cc1	63.4	99.2	85.7	93.0	103.6	91.8	57.4	102.1
48	CCOC(=O)C(C#N)C(C)CC (configuration not stated)	87.3	91.8	95.3	92.6	99.5	98.2	102.8	nt
49	c1cc(-n2nnc3cnccc32)ccn1	104.3	120.1	123.9	100.6	93.9	98.1	105.4	85.1
50	CCOC(=O)c1cnc2nc[nH]n2c1=O	93.2	nt	101.4	95.7	102.2	111.7	98.0	102.0
51	Fc1ccccc1CSc1ncnc2c1ncn2C1CCCCO1 (configuration not stated)	nt	97.3	96.3	104.3	88.8	nt	108.2	99.9
52	CN(C)/N=C/C12C3CC(CC1C(C#N)(C#N)C2(C#N)C#N)C3(C)C (configuration not stated)	87.8	95.8	98.5	100.3	96.6	92.2	99.5	105.0
53	COc1cc(C)cc2oc3oc(=O)c(C(=O)c4ccccc4)cc3c(=O)c12	102.5	124.6	104.2	97.0	101.5	109.3	120.3	110.4
54	CC1CCC2N(C1)CC1C(C(O)C(O)C3(O)C1CC14OC5(O)C(O)CCC1(C)C5CC(O)C34)C2(C)O (configuration not stated)	76.2	106.4	109.2	106.9	111.1	101.9	112.4	99.7
55	Cc1csc[n+]1CCC1CCCCC1	82.0	107.0	98.1	96.8	98.5	90.8	93.2	65.5
56	COc1ccc2c(c1)[n+]([O-])c(C1=NNC(c3cc(OC)c(OC)c(OC)c3)C1)c(C)[n+]2[O-] (configuration not stated)	66.8	89.0	104.0	98.8	97.8	nt	85.5	95.4

# Further results.
nr	SMILES	HOP-92	CCRF-CEM	MOLT-4	M14	HOP-62	A549/ATCC	RPMI-8226	EKVX
57	COc1cc(C(=O)Oc2ccc(/C=C/c3cc(OC(=O)c4cc(OC)c(OC)c(OC)c4)cc(OC(=O)c4cc(OC)c(OC)c(OC)c4)c3)cc2)cc(OC)c1OC	93.5	91.5	95.8	100.0	82.1	72.0	96.3	100.2
58	COc1cc(C2SC(C)C(=O)N2NC(=O)C(O)(c2ccccc2)c2ccccc2)cc([N+](=O)[O-])c1O (configuration not stated)	89.6	nt	15.8	100.8	85.9	105.9	97.4	102.4
59	COc1cc(/C=N/n2cnc3oc(-c4ccccc4)cc3c2=N)cc(CN2CCOCC2)c1O	63.3	26.2	52.9	73.0	74.2	80.1	27.5	89.9
60	CCCCCCCCCc1ccc(C(=O)Nc2cc(C)ccc2C(=O)OC)cc1	61.6	87.9	97.5	104.9	107.5	113.5	81.6	108.8
61	O=c1cc(-c2cccnc2)oc2c1ccc1ccccc12	nt	88.1	103.2	102.5	88.6	65.6	80.2	86.3
62	CC(=O)Nc1ccc(/C=C/C(=O)c2ccc([N+](=O)[O-])cc2)cc1	104.2	92.3	98.6	113.9	119.9	95.4	98.3	101.0
63	COc1cccc(-c2nc3ccccc3s2)c1OC	67.8	nt	nt	109.7	105.0	104.3	77.4	90.6
64	Cc1ccc(S(=O)(=O)NCl)cc1	nt	81.9	94.0	101.7	102.9	92.1	98.9	90.9

# Not a retest: an excerpt of the list.
nr	SMILES	HOP-92	CCRF-CEM	MOLT-4	M14	HOP-62	A549/ATCC	RPMI-8226	EKVX
57	COc1cc(C(=O)Oc2ccc(/C=C/c3cc(OC(=O)c4cc(OC)c(OC)c(OC)c4)cc(OC(=O)c4cc(OC)c(OC)c(OC)c4)c3)cc2)cc(OC)c1OC	93.5	91.5	95.8	100.0	82.1	72.0	96.3	100.2
58	COc1cc(C2SC(C)C(=O)N2NC(=O)C(O)(c2ccccc2)c2ccccc2)cc([N+](=O)[O-])c1O (configuration not stated)	89.6	nt	15.8	100.8	85.9	105.9	97.4	102.4
59	COc1cc(/C=N/n2cnc3oc(-c4ccccc4)cc3c2=N)cc(CN2CCOCC2)c1O	63.3	26.2	52.9	73.0	74.2	80.1	27.5	89.9
60	CCCCCCCCCc1ccc(C(=O)Nc2cc(C)ccc2C(=O)OC)cc1	61.6	87.9	97.5	104.9	107.5	113.5	81.6	108.8
61	O=c1cc(-c2cccnc2)oc2c1ccc1ccccc12	nt	88.1	103.2	102.5	88.6	65.6	80.2	86.3
62	CC(=O)Nc1ccc(/C=C/C(=O)c2ccc([N+](=O)[O-])cc2)cc1	104.2	92.3	98.6	113.9	119.9	95.4	98.3	101.0
63	COc1cccc(-c2nc3ccccc3s2)c1OC	67.8	nt	nt	109.7	105.0	104.3	77.4	90.6
64	Cc1ccc(S(=O)(=O)NCl)cc1	nt	81.9	94.0	101.7	102.9	92.1	98.9	90.9

# Additional entries follow:
nr	SMILES	HOP-92	CCRF-CEM	MOLT-4	M14	HOP-62	A549/ATCC	RPMI-8226	EKVX
65	CSCCC(NC(=O)C(CCCCN)NC(=O)C(Cc1c[nH]c2ccccc12)NC(=O)C(CCCCN)NC(=O)C(CCCCN)NC(=O)C(CC(C)C)NC(=O)C(CC(C)C)NC(=O)C(CCCCN)NC(=O)C(Cc1c[nH]c2ccccc12)NC(=O)C(CC(C)C)NC(=O)C(CC(=O)O)NC(=O)C(CO)NC(=O)C(Cc1ccccc1)NC(=O)C(NC(=O)C(CCC(=O)O)NC(=O)C(CCC(N)=O)NC(=O)C(CO)NC(=O)C(CC(C)C)NC(=O)C1CCCN1C(=O)C1CCCN1)C(C)O)C(=O)NC(CCCNC(=N)N)C(=O)NC(CCCNC(=N)N)C(=O)NC(CC(N)=O)C(=O)NC(CCC(N)=O)C(=O)NC(Cc1ccccc1)C(=O)NC(Cc1c[nH]c2ccccc12)C(=O)NC(C(=O)NC(CCCCN)C(=O)NC(C(=O)NC(CCC(N)=O)C(=O)NC(CCCNC(=N)N)C(=O)NCC(=O)O)C(C)C)C(C)C (configuration not stated)	102.3	106.2	107.0	99.1	100.4	111.3	84.5	110.8
66	c1ccc2c(CCc3ccncc3)c[nH]c2c1	109.5	82.8	81.0	98.0	72.7	77.9	94.3	91.1
67	CCOc1cccc(OCC(=O)O)c1	94.5	92.1	110.3	96.9	87.5	94.5	97.2	96.2
68	COc1cccc(Br)c1OC	nt	97.6	97.2	97.9	98.0	85.2	102.2	97.7
69	O=S(=O)(NCCCNc1nccc(-c2c(-c3ccc(F)cc3)nc3sccn23)n1)c1ccccc1	85.7	47.9	70.4	63.8	74.1	49.4	77.5	nt
